From PubChem
HIF-2a inh = HIF-2a inhibition; 360,000 tested, 0.72% active; AID 624352; inhibition, % at 18.8 µM; 786-0 RCC cells HIF-2a reporter, luciferase luminescence, overnight;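 active means inhibition of the luminescence signal of 40% or more relative to plate controls, in a single-dose primary screen at 18.75 µM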
TWEAK-Fn14 inh = blocks TWEAK-Fn14 interaction in a reporter cell assay; 360,000 tested, 2% active; inhibition, % at 10 µM; TWEAK-stimulated Fn14 reporter cells, luciferase luminescence, 8 h; AID 1159606; in the data active means inhibition above about 50%
Peg3 promoter = inhibitors of Peg3 promoter | HeLa PEG-Prom luciferase reporter, luminescence, overnight | inhibition, % at 20 µM | 360,000 tested, 1.7% active | AID 588405;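 active means inhibition of at least 50% at 20 µM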
CF NFkB inh = blocks PAF-induced NF-kB reporter in cystic fibrosis cells; KKLEB NF-kB-GFP reporter, GFP fluorescence overnight; 360,000 tested, 0.86% active; inhibition, % at 5 µM;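 active means at least 50% inhibition at 5 µM, scaled per plate between neutral and stimulator controls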;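 further: PAF is a Pseudomonas aeruginosa culture filtrate used as stimulus; plate controls were PAF-stimulated DMSO wells for no effect and unstimulated DMSO wells for full effect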
NR2E3 ag-1 = activates human photoreceptor nuclear receptor NR2E3 | GST-NR2E3/biotin-RetCOR TR-FRET, 1536-well | 320,000 tested, 0.12% active | inhibition of corepressor binding, % at 4.78 µM | AID 2300 | Q9Y5X4;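 active means percent inhibition above the cutoff of mean plus 3 SD of all tested compounds, set per screening campaign, cut at about 20% in these data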;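 further: 0% = DMSO wells and 100% = biotin wells as full block of FRET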
Target sequence (Q9Y5X4 whole entry, looked up): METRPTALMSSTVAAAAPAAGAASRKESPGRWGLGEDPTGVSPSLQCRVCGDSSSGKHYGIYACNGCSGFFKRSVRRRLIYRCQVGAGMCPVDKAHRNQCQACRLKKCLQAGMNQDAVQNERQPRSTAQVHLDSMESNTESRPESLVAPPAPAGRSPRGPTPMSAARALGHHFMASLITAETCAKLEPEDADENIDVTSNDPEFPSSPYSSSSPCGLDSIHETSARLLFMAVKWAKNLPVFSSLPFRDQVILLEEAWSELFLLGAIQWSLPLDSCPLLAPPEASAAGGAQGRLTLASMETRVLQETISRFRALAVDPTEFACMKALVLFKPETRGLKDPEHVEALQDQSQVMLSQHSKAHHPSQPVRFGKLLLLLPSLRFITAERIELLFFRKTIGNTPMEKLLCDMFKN
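System: GST-NR2E3 and biotin-RetCOR proteins; probe or stimulus: 7 nM biotin-RetCOR; doses: compound at 4.8 µM, single dose; schedule: Compound–protein incubation for 5 h at 4 °C; detection: time-resolved FRET; read-out: percent inhibition; controls: biotin wells as high control, 0.6% DMSO wells as low control; format: 1536-well plates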
KKLEB cytotox = counter-screen for CF NF-kB inhibitors: cytotoxicity; KKLEB CF airway cells viability, ATPlite luminescence, overnight; active compounds read low; cells stimulated with P. aeruginosa culture filtrate; activity change (cytotoxicity), % at 5 µM; 360,000 tested, 0.36% active;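 active means corrected activity change at or below -50% at 5 µM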
TRPM1 prom inh = MITF TRPM1 promoter inhibition in SK-MEL-5 cells; SK-MEL-5 TRPM1 promoter luciferase, 24 h; inhibition, % at 12.5 µM; 330,000 tested, 0.83% active;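 active means mean inhibition across replicates of 60% or more, whatever share of single replicates reaches that level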; further: values of inactives mirror those of a sister screen read the other way
iPSC survival up = enhancers of human iPSC single-cell survival; hiPSC single-cell survival, ATPlite luminescence; 100% = ROCK inhibitor wells, 0% = DMSO; survival enhancement, % at 20 µM; 360,000 tested, 0.044% active; in the data active means survival enhancement above about 18%;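 further: cells exposed to compounds for 16 hours before the ATP read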
NR2E3 ag-2 = human photoreceptor-specific nuclear receptor agonism | Q9Y5X4 | CHO-S Gal4-NCOR/VP16-NR2E3 two-hybrid, luciferase | inhibition of corepressor binding, % at 3.98 µM | 360,000 tested, 0.35% active | AID 602229;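 active means inhibition above the mean of all tested compounds plus 3 SD, cut at about 70% in these data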;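 further: 0% = DMSO with NR2E3 transfected cells and 100% = cells lacking NR2E3 construct; higher means lower luciferase signal from less NR2E3 corepressor binding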
aDG glyco act = increases alpha dystroglycan glycosylation; Pro5-aDG cells, alpha-DG glycosylation AlphaScreen (IIH6); 0% Pro5, 100% B10-LARGE cell signal; activation, % at 10 µM; 360,000 tested, 0.22% active; AID 624168;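 active means activation of at least 8% versus controls, or a plate z-score of at least 8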;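 further: Pro5 are CHO cells carrying HIG-tagged alpha-DG that lacks glycosylation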
Shn3 3UTR inh = Schnurri-3 reporter inhibition in Clone20 osteoblasts; Clone20 osteoblast Shn3 3'UTR firefly luciferase, 24 h; inhibition, % at 12.5 µM; 360,000 tested, 0.52% active;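 active means mean inhibition of at least 75% with every replicate also reaching 75%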;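 further: 0% = median of neutral control wells and 100% = pilot-screen positive control compound; some compounds past the cut are filed as inactive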
* marks the source's active call; other numbers are inactive results; · = no result given.

SMILES | HIF-2a inh | TWEAK-Fn14 inh | Peg3 promoter | CF NFkB inh | NR2E3 ag-1 | KKLEB cytotox | TRPM1 prom inh | iPSC survival up | NR2E3 ag-2 | aDG glyco act | Shn3 3UTR inh
CCOc1ccc(-n2nnc3c(=O)n(C/C=C/c4ccccc4)cnc32)cc1 | 3 | 14 | 3 | -14 | 2 | 8 | · | -2.4 | -8 | 0.0 | 17
COc1ccc2[nH]c(=O)c(CN(Cc3ccccc3OC)Cc3nnnn3CC3CCCO3)cc2c1 (centres undefined) | -1 | -3 | 8 | -3 | 0 | 4 | 12 | 0.5 | -12 | 0.5 | 7
O=C(CSc1nnc(CNC(=O)c2ccc(F)cc2)o1)Nc1ccc2c(c1)OCO2 | 0 | -12 | 6 | -14 | 3 | 11 | -9 | -0.4 | -13 | -0.1 | 4
N#CCCN(C(=O)COC(=O)C1CCN(c2ccc(C(F)(F)F)cn2)CC1)c1ccc(F)cc1 | -9 | -6 | -16 | 2 | -1 | -2 | -14 | 0.5 | 2 | 0.2 | -10
CCOCCCn1c(SCC(=O)Nc2cccc(OC)c2)nc2ccccc2c1=O | -51 | 9 | 15 | -2 | · | -9 | -5 | -0.1 | -26 | 0.1 | -1
Cc1ccc(OCC(=O)NN2C(=O)c3ccccc3C2=O)cc1 | 8 | -8 | 5 | -4 | 2 | -6 | 18 | 1.0 | -1 | 0.0 | -5
Cc1ccccc1NC(=O)CSc1nc2c(c(-c3ccco3)c1C#N)CCCC2 | 3 | -1 | 10 | -13 | 1 | 3 | 3 | -3.1 | -10 | 0.0 | 11
COc1ccc(C(CC(=O)O)NC(=O)COc2ccccc2OC)cc1OC (centres undefined) | 2 | 2 | 6 | -27 | 1 | 9 | 8 | 3.4 | -48 | 0.2 | -12
CCOC(=O)c1cnc(-n2nc(C)cc2C)nc1-n1nc(C)cc1C | 6 | 2 | 13 | 4 | -1 | 5 | -7 | -2.7 | 13 | -0.1 | 8
CN1CC2([N+](=O)[O-])CC=C(Oc3ccccc3)C([N+](=O)[O-])(C1)C2 (centres undefined) | 11 | -3 | 13 | 12 | 2 | 3 | 1 | -3.6 | -12 | 0.2 | -12
Cc1cc(Cl)ccc1NC(=O)C(=O)N/N=C/c1ccc2c(c1)OCO2 | 3 | 14 | 0 | 19 | 2 | -2 | -3 | 1.6 | -12 | -0.1 | 11
Nc1ccccc1S(=O)(=O)c1ccccc1N | 22 | -3 | 6 | -8 | -4 | 13 | 0 | -1.2 | -18 | 0.2 | -18
Cc1cc(C(=O)OCC(=O)c2c(N)n(C)c(=O)n(C)c2=O)c(C)n1-c1ccccc1 | -2 | 0 | -9 | 1 | -2 | 6 | -11 | 4.7 | -11 | 0.0 | 14
CCCCN1C(=O)C(CC(=O)NCc2cccc3ccccc23)CC(C(=O)N(CC)CC)=C1C (centres undefined) | 3 | -10 | -1 | 3 | · | -6 | · | -1.7 | 1 | -0.2 | 6
COc1cccc(OC)c1C(=O)OCC(=O)NC(=O)NCc1ccccc1 | -20 | -33 | -13 | -7 | 1 | 10 | -3 | 0.5 | 19 | -0.1 | 2
c1ccc(-c2nc3ccccc3nc2-c2ccccn2)nc1 | -1 | 8 | 10 | 8 | 2 | -4 | -4 | -2.7 | -10 | 0.0 | -11
COc1ccccc1NC(=O)CSc1nc2ccccc2c(=O)n1CC1CCCO1 (centres undefined) | 5 | 9 | 23 | 21 | -2 | -10 | -1 | 0.4 | -22 | 0.0 | -14
CCN1CCCC1CNC(=O)c1ccc2c(=O)n(CCOC)c(=O)[nH]c2c1 (centres undefined) | 11 | 9 | -11 | -8 | -1 | 2 | 3 | 5.3 | -30 | -0.2 | 17
O=C(NC1CCCC1)c1cc(S(=O)(=O)N2CCOCC2)c(Cl)cc1Cl | 13 | 6 | 15 | -7 | 2 | 2 | 9 | -0.8 | 24 | -0.2 | 13
COc1cc(CN2CCN(C(=O)CC(C)C)CC2)c([N+](=O)[O-])cc1OC | 8 | -17 | 11 | 2 | 3 | 7 | 12 | -0.6 | -38 | 0.2 | -9
Cc1ccc(S(=O)(=O)N(C)c2c(C)ccc(S(=O)(=O)NC(C)(C)C)c2C)cc1 | 16 | 1 | 12 | 12 | 0 | -2 | 7 | -0.1 | 9 | -0.1 | 11
Nc1c(C(=O)NCc2ccco2)nnn1CC(=O)Nc1ccc2c(c1)OCO2 | 19 | 7 | 21 | -4 | 0 | -9 | 8 | 0.6 | -7 | 0.0 | 7
O=C(NC1CCCC1)C(c1ccccn1)N(C(=O)c1csnn1)C1CCCC1 (centres undefined) | 9 | 0 | 2 | -8 | 3 | 2 | 8 | -0.7 | 2 | -0.1 | -23
O=C(COC(=O)[C@@H]1CC(O)CN1S(=O)(=O)c1ccc2c(c1)OCCO2)NCc1ccc(F)cc1 (some centres undefined) | 15 | -5 | 8 | -3 | 1 | -6 | -6 | -1.1 | -7 | -0.1 | -14
O=C(NCCN1CCN(c2ccccc2)CC1)C1CCCN(S(=O)(=O)c2cnc[nH]2)C1 (centres undefined) | 2 | -1 | -3 | -4 | 0 | 12 | -1 | 1.1 | -14 | 0.0 | -12
FC(F)(F)c1cc(-c2cccs2)nc(NCc2ccco2)n1 | 13 | -6 | 16 | 12 | 4 | -8 | 19 | -2.7 | -30 | 1.7 | 23
COc1ccc(CCN=Cc2ccccc2O)cc1OC | 9 | 7 | -3 | -19 | 2 | 10 | -4 | -0.3 | -13 | -0.1 | 6
COc1ccc(-c2cc(=O)oc3cc(OC(C)C(=O)NC(Cc4c[nH]c5ccc(O)cc45)C(=O)O)ccc23)cc1 (centres undefined) | -5 | 11 | -10 | -20 | -3 | -41 | · | 0.5 | 0 | 0.0 | -1
O=C(COc1ccccc1)N1CCN(S(=O)(=O)c2cccc([N+](=O)[O-])c2)CC1 | 2 | 7 | -2 | 10 | 2 | -7 | 7 | -0.4 | 6 | -0.1 | -1
O=C(NCc1ccco1)C(=O)c1c[nH]c2ccccc12 | -145 | -13 | -112 | -2 | 7 | 6 | -73 | 1.7 | -46 | 0.3 | -23
Cc1cc(C)n(-c2ccc(Cl)c(C(=O)Nc3cc(C(F)(F)F)ccc3Cl)n2)n1 | -13 | -10 | 7 | 16 | 0 | -7 | 10 | -2.9 | 7 | 0.0 | -4
Cc1ccnc(N2CCC(C(=O)NCc3ccc4c(c3)OCO4)CC2)n1 | 9 | 1 | 0 | 9 | -1 | -11 | 2 | -1.0 | 0 | 0.2 | 2
CC1CCCCN1c1nnc(NC(=O)c2cc(-c3ccc(Br)cc3)on2)s1 (centres undefined) | -13 | -6 | 5 | -26 | 1 | 14 | 0 | -3.5 | 14 | -0.5 | -12
CCOC(=O)c1[nH]c(C)c(C(=O)Nc2ccccc2F)c1C | -252 | -16 | -151 | 35 | 1 | -22 | -30 | -1.8 | -104 | 0.0 | 16
Cc1noc(NS(=O)(=O)c2ccc(NC(=O)COc3ccccc3)cc2)c1C | -1 | -15 | 15 | -5 | 4 | 8 | 4 | 3.6 | -24 | -0.1 | -1
CN1CCN(CCC(=O)Nc2ccc(F)c(F)c2)CC1 | -3 | -1 | -4 | -23 | 0 | 2 | 3 | -2.4 | 2 | 0.3 | 6
Cc1ccc(S(=O)(=O)n2[nH]c(=O)c(CCO)c2C)cc1 | -1 | -18 | 15 | 4 | -1 | 4 | -2 | -0.2 | 5 | 0.1 | 5
CCc1ccc(C(=O)N2CCN(c3ccc(NC(=O)c4cccnc4)cc3)CC2)cc1 | -1 | -19 | -9 | 17 | -3 | 16 | -8 | 0.0 | 22 | 0.6 | 7
O=C(CNC1CCN(Cc2ccccc2)CC1)Nc1ccc(S(=O)(=O)N2CCCCC2)cc1 | 22 | -16 | 3 | 1 | -2 | -2 | 7 | -0.4 | -3 | 0.1 | 15
Cc1nc(SCC(=O)Nc2c(C)n(C)n(-c3ccccc3)c2=O)nc(C)c1C | 13 | 11 | 17 | -2 | 2 | 0 | 3 | -1.1 | 5 | -0.1 | -6

Another view of part of the listing above.
Each structure is followed by: HIF-2a inh	TWEAK-Fn14 inh	Peg3 promoter	CF NFkB inh	NR2E3 ag-1	KKLEB cytotox	TRPM1 prom inh	iPSC survival up	NR2E3 ag-2	aDG glyco act	Shn3 3UTR inh
> O=C(NCc1ccco1)C(=O)c1c[nH]c2ccccc12
 : -145	-13	-112	-2	7	6	-73	1.7	-46	0.3	-23
> Cc1cc(C)n(-c2ccc(Cl)c(C(=O)Nc3cc(C(F)(F)F)ccc3Cl)n2)n1
 : -13	-10	7	16	0	-7	10	-2.9	7	0.0	-4

Going on with the list:
SMILES | HIF-2a inh | TWEAK-Fn14 inh | Peg3 promoter | CF NFkB inh | NR2E3 ag-1 | KKLEB cytotox | TRPM1 prom inh | iPSC survival up | NR2E3 ag-2 | aDG glyco act | Shn3 3UTR inh
O=C(NC(=S)Nc1nc2c(s1)CCCC2)c1ccc(C(=O)c2ccccc2)cc1 | -50 | 25 | -38 | -3 | 0 | -4 | 2 | -2.1 | -9 | 0.3 | -14
O=C(Nc1ccc(F)cc1)Nc1nnc(Cc2ccccc2)s1 | -19 | -15 | 10 | 2 | -3 | 18 | -1 | 0.3 | -28 | 0.2 | 16
COc1cccc(-c2nnc3sc(C4CCCCC4)nn23)c1 | -75 | 64* | -27 | 86* | -1 | 4 | 0 | -0.6 | -1 | -0.1 | -8
COc1ccc(CC(=O)Nc2cccc(C(=O)O)c2C)cc1 | -32 | -16 | -12 | 5 | 2 | -8 | 7 | -3.2 | -19 | -0.2 | 1
O=C(NCc1ccco1)c1nc(-c2ccccc2)n(-c2ccccc2)n1 | 9 | -19 | -7 | 8 | 2 | 5 | 13 | 0.4 | -25 | 0.7 | 9
COc1ccc(CCNC(=O)c2cccnc2SC)cc1 | 14 | 2 | -4 | 5 | 0 | 5 | 4 | 0.2 | -41 | -0.1 | 36
CSc1ccc(/C=N\Nc2nncn2N)cc1 | -71 | 6 | -42 | -2 | 2 | -6 | -7 | -0.2 | -13 | -0.1 | -24
O=C(CNC(=O)c1ccc(Br)cc1)c1ccccc1 | -195 | 0 | -253 | -2 | 0 | 1 | -80 | -0.5 | -136 | -0.1 | -14
Cc1ccc(-c2nc(CSCC(=O)Nc3cc(C)on3)c(C)o2)cc1 | 8 | 10 | 11 | -39 | 6 | 9 | · | 0.8 | 6 | -0.2 | 1
O=c1[nH]c2ccccc2n1C1=CCCC1 | 12 | 5 | -10 | -5 | 1 | 10 | -3 | 4.3 | 1 | 0.4 | -19
CCSc1nc(=S)cc(C)[nH]1 | 14 | 9 | 8 | -8 | 4 | 5 | -3 | -0.5 | -2 | 0.1 | -6
C[C@H]1CN([C@@H](C)CO)C(=O)c2cccc(NC(=O)Nc3ccc(C(F)(F)F)cc3)c2O[C@@H]1CN(C)C(=O)Nc1ccc(F)cc1 | -14 | -40 | 34 | 6 | · | -7 | -10 | 1.0 | 7 | 0.5 | 15
O=C(COc1coc(CN2CCc3ccccc3C2)cc1=O)Nc1ccc(F)cc1 | -5 | 2 | -9 | -4 | 3 | 7 | 5 | -0.5 | -28 | 0.6 | 1
